Keap1 Nrf2 FP = disrupts human Keap1 binding to Nrf2 peptide. Keap1 Kelch-Nrf2 peptide fluorescence polarization, 1536-well. inhibition, % at 9.4 µM. 340,000 tested, 0.15% active. AID 504523; in the data active = inhibition above about 12%;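 note: human Keap1 Kelch domain with fluorescein labeled Nrf2 9mer peptide probe; 0% = neutral control wells and 100% = peptide positive control; higher means more block of Keap1 binding to Nrf2 peptide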
DAGLB inhibitor = blocks human DAGLB lipase activity | inhibition, % at 5.17 µM | 340,000 tested, 0.059% active | Q8NCG7 | HEK293T DAGLB membrane lysate, EnzChek fluorogenic substrate; in the data active = inhibition above about 34%;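 note: 0% = enzyme with vehicle and 100% = wells lacking enzyme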
RTF Ca sens inh = cardiac RTF calcium desensitization; inhibition, % at 7.15 µM; 340,000 tested, 0.12% active; IANBD-labeled cardiac RTF, Ca2+ fluorescence; P19429+P45379;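 active = inhibition above the mean inhibition of all tested compounds plus 3 SD, cut at about 17% in these data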;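 note: assay run at fixed EC70 calcium of 1.6 mM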
Arr AP2 block = inhibitors of human beta-arrestin and AP2 interaction; AID 504490; 340,000 tested, 0.31% active; inhibition, % at 10 µM; FITC-arrestin peptide / GST-AP2 beads, flow cytometry; AP2 beta2 appendage carries R879A mutation;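 active = inhibition above a set limit, near 3 SD of compounds lacking own fluorescence, cut at about 54% in these data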;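 note: plate controls were DMSO wells for no effect and 5 µM unlabelled arrestin peptide for full effect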
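Assay system: GST-AP2 R879A bound to glutathione beads, E. coli-expressed; Medium: PBS with 0.05% Tween 20 and 0.1% BSA; Also added: fluorescein-tagged arrestin peptide at 50 nM final; Timing: 12 min plus 1 h, RT; Measured by: flow cytometry, FL1 (488/535 nm); Evaluation: percent drop in bead-associated FITC signal.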
PvdQ acylase = P. aeruginosa PvdQ acylase inhibition | purified PvdQ acylase, fluorescence plate reader | inhibition, % at 10 µM | 340,000 tested, 0.063% active | AID 488965; in the data active = inhibition above about 30%, passing the limit was not always enough;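 note: 0% = vehicle neutral wells and 100% = reference inhibitor wells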
SR-BI DiI inh = blocks mouse SR-BI lipid uptake from DiI-HDL; Q61009; ldlA[mSR-BI] CHO cells, DiI-HDL uptake fluorescence, 3 h; inhibition, % at 12.5 µM; 320,000 tested, 0.96% active;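 active = mean replicate inhibition of at least 70% and a set share of replicates each scoring 70 or more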;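 note: 0% = median of neutral control wells and 100% = median of positive control wells; values of inactives mirror those of a sister screen read the other way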
Target sequence (Q61009 whole entry, looked up): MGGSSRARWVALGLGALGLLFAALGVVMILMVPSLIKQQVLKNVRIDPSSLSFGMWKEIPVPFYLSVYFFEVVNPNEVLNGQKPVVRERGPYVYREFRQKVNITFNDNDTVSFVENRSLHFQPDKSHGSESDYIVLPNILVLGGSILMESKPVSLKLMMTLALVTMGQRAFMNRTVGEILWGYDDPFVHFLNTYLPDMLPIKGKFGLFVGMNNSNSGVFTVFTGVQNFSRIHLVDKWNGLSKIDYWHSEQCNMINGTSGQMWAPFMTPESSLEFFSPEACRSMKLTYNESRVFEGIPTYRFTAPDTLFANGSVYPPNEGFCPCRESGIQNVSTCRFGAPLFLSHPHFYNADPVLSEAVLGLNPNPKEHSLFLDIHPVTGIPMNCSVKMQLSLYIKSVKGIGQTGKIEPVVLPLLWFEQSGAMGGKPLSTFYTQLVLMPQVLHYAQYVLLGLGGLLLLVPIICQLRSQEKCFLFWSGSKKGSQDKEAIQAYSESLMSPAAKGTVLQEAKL
SR-BI uptake up = SR-BI HDL lipid transfer activation; CHO ldlA[mSR-BI] cells, DiI-HDL uptake fluorescence, 3 h; 100 = double the neutral-control signal; 320,000 tested, 0.096% active; activation, % at 12.5 µM;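 active = mean replicate activation of at least 60% and every replicate at or above 60%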;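 note: 0% = median plate neutral-control signal and 100% = twice that signal; values of inactives mirror those of a sister screen read the other way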
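Assay system: LDL receptor-deficient CHO ldlA cells overexpressing murine SR-BI / Medium: BSA-supplemented, HEPES-buffered Ham's F12, pH 7.4 / Probe or stimulus: DiI-labelled HDL at 10 µg/mL final / Timing: compound with DiI-HDL co-incubation, 3 h at 37 °C / Technique: bottom-read cell fluorescence after medium removal, ex 550/em 595 nm / Measure: HDL uptake via cellular fluorescence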
NSD2 inh = blocks human histone methyltransferase NSD2; O96028; NSD2 peptide methylation, AlphaScreen, 120 min; inhibition, % at 12.5 µM; 310,000 tested, 0.54% active; in the data active = inhibition above about 50%
PKA-R2B activ = activators of human PKA-R2B complex; PKA-R2B holoenzyme dissociation, Cy5-IP20 fluorescence polarization; R2B truncated from residue 108, S112A mutant; 0% DMSO only, 100% 113 µM cGMP; AID 504700; activation, % at 11.4 µM; 340,000 tested, 0.079% active;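 active = activation above a cutoff set at the mean over all compounds plus 3 SD, cut at about 18% in these data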;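 note: higher means more holoenzyme dissociation and a rise in polarization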
Target sequence (P31323 whole entry, looked up, other chains not shown, the tested form may be a part): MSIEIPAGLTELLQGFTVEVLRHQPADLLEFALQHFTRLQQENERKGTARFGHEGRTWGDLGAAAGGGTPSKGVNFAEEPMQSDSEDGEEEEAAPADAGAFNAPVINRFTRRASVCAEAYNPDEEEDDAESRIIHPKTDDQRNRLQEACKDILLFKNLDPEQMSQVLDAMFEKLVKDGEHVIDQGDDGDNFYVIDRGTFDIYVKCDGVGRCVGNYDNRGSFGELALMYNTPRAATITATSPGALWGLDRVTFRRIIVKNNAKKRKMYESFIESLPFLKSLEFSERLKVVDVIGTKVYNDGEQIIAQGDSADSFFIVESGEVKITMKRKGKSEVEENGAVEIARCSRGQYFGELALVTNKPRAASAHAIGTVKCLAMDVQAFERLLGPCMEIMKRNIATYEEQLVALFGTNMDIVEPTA
C-LANA FP = inhibitors of KSHV LANA C-terminal domain DNA binding. 340,000 tested, 0.078% active. AID 504423. MBP-C-LANA/FAM-LBS DNA binding, fluorescence polarization. inhibition, % at 9 µM;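 active = highest replicate inhibition at or above 60% at 9 µM, even if other replicates fall short; inactive = all replicates below 60% inhibition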;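 note: 0% = neutral control wells and 100% = 4 µM acridine orange control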
Numbers without * were called inactive; . = no result given; & = joins results of further samples.

SMILES	Keap1 Nrf2 FP	DAGLB inhibitor	RTF Ca sens inh	Arr AP2 block	PvdQ acylase	SR-BI DiI inh	SR-BI uptake up	NSD2 inh	PKA-R2B activ	C-LANA FP
CC(C)c1ccc(C(=O)COC(=O)C(O)c2ccccc2)cc1 (configuration not stated)	2	-18	2	-4	-9	7	-7	-1	-5	3.3
C/C=C\C(=O)Nc1cccc(C2=NOC3(C2)C[C@@H](C(N)=O)N(C(=O)c2ccc(Cl)cc2)C3)c1 (some centres not stated)	2	0	5	11	17	18	-18	.	-9	-1.0
Cc1ccc(N2C(=O)C(Cl)=C(NCCO)C2=O)c(C)c1	-9	-3	-16	-5	-6	9	-9	3	-6	1.3
O=C(NCCc1csc(-c2cccc(F)c2)n1)c1ccco1	-1	-4	-13	6	-13	-17	17	0	-4	0.3
CC(C)CNS(=O)(=O)c1ccc(CCC(=O)NCC2CCCO2)cc1 (configuration not stated)	-4	-1	-8	-4	-14	-12	12	-5	10	1.4
C=CCOc1c(Br)cc(CNn2cn[nH]c2=S)cc1OC	0	-3	-4	-13	-4	-12	12	-2	-1	-1.0
C=C(C)CSc1nnc(CCCCCNC(=O)OC(C)(C)C)o1	-6	-3	-1	3	-9	-2	2	19	-5	0.0
CCOc1c(Cl)cc(Cl)cc1CNCCNCCO	-4	-5	4	32	-2	-10	10	7	-3	-0.8
CCc1nnc(NS(=O)(=O)c2ccc(NC(=O)c3cccc4ccccc34)cc2)s1	0	6	-9	-5	-9	3	-3	.	-18	-0.4
CCC(C)c1ccc(NC(=O)c2cccnc2)cc1 (configuration not stated)	0	-1	1	2	-10	5	-5	-2	11	-0.9
C[N+](C)(C)CCN1C(=O)CSC1=O	-3	-1	2	-7	-7	.	.	4	-12	0.6
CCOc1ccccc1-c1nc(-c2cccc(Br)c2)no1	-8	-13	-2	-6	-14	41	-41	9	-1	0.6
COc1cccc(N2C(=O)N(c3ccccc3Cl)C3CS(=O)(=O)CC32)c1 (configuration not stated)	-2	1	-2	1	-12	-5	5	-2	6	-1.7
COc1ccc(NC(=O)CC2C(=O)NCCN2C(=O)c2ccccc2)cc1 (configuration not stated)	4	-2	-6	-15	-17	3	-3	.	-2	-0.9
Cc1c(CN2CCC(n3nccc3NC(=O)C3CCOC3)CC2)[nH]c2ccccc12 (configuration not stated)	1	0	-8	-4	-4	6	-6	3	-17	0.4
COC(=O)COc1ccc2c(-c3ccc(OC)cc3)cc(=O)oc2c1	-2	-1	-2	-1	0	-2	2	-1	-4	-1.4
COc1ccc(-n2c(=S)[nH]c3cc(C(=O)NCc4ccccc4)ccc3c2=O)c(OC)c1	-3	-2	3	-1	-21	.	.	-1	-1	1.4
CC12CCC(=O)N1C(C(=O)Nc1ccccc1N1CCCCC1)CS2 (configuration not stated)	-7	-4	-7	-2	9	-17	17	0	-8	1.4
CC[C@]12c3[nH]c4ccc(Cl)cc4c3CCN1C(=O)[C@@H](CC(=O)NCc1ccco1)C[C@@H]2C(=O)N1CCN(C(=O)c2ccco2)CC1	-8	1	-7	20	-12	43	-43	.	-2	-0.4
COc1ccc(CCNC(=O)c2ccc(Cl)cc2)cc1OC	-3	1	4	-18	7	28	-18	1	-4	-0.5
Cc1cc(Cn2nc(-c3ccccc3)cc2C(=O)NCC2CC2)on1	-1	-6	-4	21	4	-8	8	.	-4	-1.3
N#Cc1cccc(C(=O)Nc2cccc(S(=O)(=O)N3CCCC3)c2)c1	-2	-2	-8	-4	-19	32	-32	2	-12	-0.5
O=C(Nc1ccc(F)c(Cl)c1)c1cncs1	-9	-2	-8	4	0	-19	19	-3	-17	-0.8
Cc1cc(C(=O)N2CCN(Cc3ccc4c(c3)OCO4)CC2)on1	-5	-3	-1	-2	-18	.	.	.	-8	-0.6
CCC(C)(C)C(=O)Nc1ccc(OC)cc1[N+](=O)[O-]	-4	0	1	5	2	20	-20	1	7	1.6
Cc1ccc(SCCC(=O)N2CCOCC2)cc1	0	0	2	9	12	-13	13	-2	7	-0.8
C=CCN=C1SC(C)C(=O)N1S(=O)(=O)c1ccccc1 (configuration not stated)	3	3	-5	-3	-4	-1	1	-11	0	1.4
CCN(CC)CCN1C(=O)C(=O)/C(=C(/O)c2ccc(C)cc2)C1c1cccnc1 (configuration not stated)	-6	-3	-11	-3	-15	.	.	0	-10	-1.1
Cc1c(CCC(=O)N[C@@H](CC(C)C)C(=O)O)c(=O)oc2cc3oc4c(c3cc12)CCCC4	-4	-1	2	7	15	-41	41	.	4	0.3
CCn1cc(C(=O)NCCC(C)C)c(=O)c2cc(F)c(N3CCN(C)CC3)cc21	-1	1	0	12	11	.	.	2	-3	-0.2
Cc1ccc(-c2csc3ncnc(SCC(=O)c4ccc5c(c4)OCCO5)c23)cc1	-4	-13	1	-3	-3	7	-7	1	6	-1.5
CCN1CCN(Cc2ccc(NC(=O)c3cc(NC(=O)c4ccno4)cc(OC)c3)cc2C(F)(F)F)CC1	-1	1&-1	-3	-1	-9	30	-30	.	6&8	0.8
CC1(C)CC(N2CCN(C(c3ccccc3)c3ccccc3)CC2)=CC(=[N+]2CCCCC2)C1	5	3	-10	-17	-4	8	-8	6	4	2.2
COc1ccc(C[C@@H]2OC3(C=CC(=O)C=C3)O[C@H]2Cc2ccc(OC)cc2)cc1	-43	12	-5	-5	-2	-1	1	0	-10	-1.9
Cc1cc(C)c(S(=O)(=O)N(C)CC(=O)NCc2ccccn2)c(C)c1	4	-1	-3	-4	2	8	-8	1	-1	0.0
COc1ccc(OCc2nc3c4c(ncn3n2)-c2ccccc2CC42CCCC2)cc1	-7	-2	-9	-9	-15	10	-10	-3	-8	1.0
Cc1ccc(CSc2nc(N)cc(N)n2)cc1	5	0	-4	27	-2	4	-4	-2	-7	-0.1
Cc1ccccc1N1CCN(CC(=O)NCc2ccc(Cl)cc2)CC1	-7	-2	0	4	-7	11	-11	0	-5	1.6
COc1ccc(S(=O)(=O)Nc2ccc(F)cc2)c(C)c1C	2	-4	2	13	-1	-13	13	-2	3	-0.6
O=S(c1ccccc1)C(c1ccccc1)c1ccccc1 (configuration not stated)	-3	-3	1	-16	-19	-1	1	-1	1	0.2
O=C(NCc1ccncc1)c1ccc(S(=O)(=O)Nc2ccccc2)cc1	0	2	-5	25	-10	-30	30	-3	10	1.8
O=c1nc(-c2ccccc2)n(-c2ccccc2)c2ncccc12	3	-1	-10	-2	-2	-9	9	0	0	0.9
CCCCCOC(=O)CSc1nnc(-c2ccccc2)c(=O)[nH]1	3	4	0	-6	-8	-9	9	-1	-7	2.3
FC(F)(F)c1ccccc1CN1CCN(C2CCCCCC2)CC1	0	1	-10	21	0	-3	3	5	12	0.8
Cc1nc(C)c(-c2ccc(SCc3ccccc3C)nn2)s1	-6	-2	-10	-8	-6	21	-21	-2	-15	-0.2
Cc1ccc(C(=O)N2CCN(c3ncccn3)CC2)cc1	-11	-1	-8	-3	-17	-4	4	-5	2	0.7
O=C(COC(=O)c1n[nH]c2ccccc12)NCc1ccccc1	-1	-1	3	2	-11	-2	2	0	-3	0.4
O=C(NC(=O)c1ccccc1)Nc1ccccc1	-1	-3	-1	32	-2	19	-19	0	-4	1.6
O=C(Nc1ccc(N2CCCCC2)cc1)C(Cl)c1ccccc1 (configuration not stated)	-6	-1	-1	-4	-14	5	-5	2	8	0.5
C=CCNS(=O)(=O)c1ccc(N2C(=O)c3ccccc3C2=O)cc1	-3	-1	1	5	-16	-7	7	3	1	-0.6
CCCCNC(=S)N(C)/N=C/c1ccc2c(c1)OCO2	-1	-9	-3	19	11	5	-5	0	-3	-0.1
O=C(Nc1ccc(C(=O)N2CCOCC2)cc1)C1CC1	-2	2	-4	6	-15	9	-9	.	-10	-1.6
O=C(N/N=C/C(Br)=C/c1ccccc1)c1n[nH]c2c1CCC2	-3	3	-9	-6	-23	21	-21	.	5	1.4
Cc1cc(CN2CCC(n3nccc3NC(=O)c3ccccc3Cl)CC2)cc(C)c1O	-3	0	-1	-1	-14	2	-2	16	-7	2.7
O=[N+]([O-])c1cccc(/C=N/Nc2nc(C(Cl)(Cl)Cl)nc3ccccc23)c1	1	-5	-1	6	-5	4	-4	-2	-11	0.3
CCOC(=O)C1=C(N)OC2=C(C(=O)CC(C)(C)C2)C1c1ccccc1OC (configuration not stated)	-9	-2	-13	3	2	-18	18	-4	-3	-0.6

Molecules listed so far with an NH in an aromatic ring, in the order listed:
SMILES	Keap1 Nrf2 FP	DAGLB inhibitor	RTF Ca sens inh	Arr AP2 block	PvdQ acylase	SR-BI DiI inh	SR-BI uptake up	NSD2 inh	PKA-R2B activ	C-LANA FP
C=CCOc1c(Br)cc(CNn2cn[nH]c2=S)cc1OC	0	-3	-4	-13	-4	-12	12	-2	-1	-1.0
Cc1c(CN2CCC(n3nccc3NC(=O)C3CCOC3)CC2)[nH]c2ccccc12 (configuration not stated)	1	0	-8	-4	-4	6	-6	3	-17	0.4
COc1ccc(-n2c(=S)[nH]c3cc(C(=O)NCc4ccccc4)ccc3c2=O)c(OC)c1	-3	-2	3	-1	-21	.	.	-1	-1	1.4
CC[C@]12c3[nH]c4ccc(Cl)cc4c3CCN1C(=O)[C@@H](CC(=O)NCc1ccco1)C[C@@H]2C(=O)N1CCN(C(=O)c2ccco2)CC1	-8	1	-7	20	-12	43	-43	.	-2	-0.4
CCCCCOC(=O)CSc1nnc(-c2ccccc2)c(=O)[nH]1	3	4	0	-6	-8	-9	9	-1	-7	2.3
O=C(COC(=O)c1n[nH]c2ccccc12)NCc1ccccc1	-1	-1	3	2	-11	-2	2	0	-3	0.4
O=C(N/N=C/C(Br)=C/c1ccccc1)c1n[nH]c2c1CCC2	-3	3	-9	-6	-23	21	-21	.	5	1.4
